Source: PubChem BioAssay
All columns: NCI-60 one-dose screen, growth in % after 48 h at 10 µM unless noted; 100 = growth as untreated, 0 = no growth, -100 = all killed.
A549/ATCC: A549/ATCC NSCLC; AID 1794740; actives 3.7% (n = 81,000)
RPMI-8226: RPMI-8226 leukemia cells | actives 7.5% (n = 77,000) | AID 1794781
CCRF-CEM: CCRF-CEM leukemia. actives 7% (n = 77,000)
EKVX: EKVX NSCLC | actives 3% (n = 71,000) | AID 1794765
MDA-MB-435: MDA-MB-435 melanoma | actives 7.8% (n = 82,000)
HOP-62: HOP-62 NSCLC | actives 3.9% (n = 80,000) | AID 1794735
M14: M14 melanoma. actives 6.2% (n = 80,000)
HOP-92: HOP-92 NSCLC cells; actives 6.3% (n = 71,000); AID 1794738
Numbers without * were called inactive; / = not tested or not shown. Rule for the calls: active = growth percent below 10; inactive = the rest.

SMILES | A549/ATCC | RPMI-8226 | CCRF-CEM | EKVX | MDA-MB-435 | HOP-62 | M14 | HOP-92
COC(=O)CCCNC(=O)C(=O)c1c(O)c(O)c(C(C)C)c2cc(C)c(-c3c(C)cc4c(C(C)C)c(O)c(O)c(C(=O)C(=O)NCCCC(=O)OC)c4c3O)c(O)c12 | -6.8* | 17 | 16 | 2.5* | 13 | 13 | -21* | -0.4*
CC(C)C[C@@H](N)C(=O)N[S@@](=O)c1scc(F)c1F | 90 | 81 | 97 | 89 | 103 | 104 | 100 | 99
Cc1cccc([C@@H]2C[C@H](O)Cc3cc(Br)c4ccccc4c3N2)c1 | 83 | 88 | 79 | 107 | 89 | 88 | 94 | /
C[N+](C)(C)N | 105 | 108 | 99 | / | 104 | 102 | 115 | /
CCCCCCCCCCCCCCCCCC1=NC(C)(C)CN1CCO | -29* | / | -43* | 15 | -60* | -75* | -75* | /
NNc1nc(-c2ccccn2)nc2sc3c(c12)CCCCCC3 | 43 | 53 | 56 | / | 61 | 53 | 59 | /
c1ccc(-c2noc3ncnc(Nc4ccc(N5CCCCC5)cc4)c23)cc1 | 89 | 104 | 105 | 92 | 100 | 105 | 106 | 101
COc1cc(-c2nc(SCC(=O)c3ccc(Br)cc3)[nH]c(=O)c2C#N)cc(OC)c1OC | 91 | 106 | / | 98 | 104 | 96 | 100 | 96
CC12CCC(=O)N1CCc1[nH]cnc12 (stereo not drawn) | 89 | 96 | 89 | 98 | 101 | 98 | 103 | 88
CC(C)c1ccc2c(c1)[C@@H](O)C[C@@H]1C(C)(C)C(=O)[C@@H](O)C[C@@]21C | 105 | 106 | 113 | 105 | 102 | 108 | 104 | 100
COc1nc(N)c(CNc2ccccc2)c(=O)n1C | 105 | 94 | 89 | 95 | 94 | 99 | 95 | /
O=C(CSC(=S)N1CCOCC1)Nc1ccc(Cl)cc1 | 63 | 71 | 68 | 96 | 81 | 69 | 47 | 93
N#Cc1c(NC(=O)c2ccc(C(F)(F)F)c(Cl)c2)sc2c1CCC(=O)C2 | 19 | 0.4* | 5.5* | -80* | -68* | -56* | -69* | -55*
COc1ccc(C(=O)N/N=C/c2cc(OC)c(O)c(OC)c2)cc1 | 107 | 116 | 102 | 79 | 98 | 106 | 109 | 101
CCOC(=O)c1nnn(CC(=O)Nc2ccccc2)c1C | 76 | 106 | 99 | 107 | 108 | 97 | / | 92
CCCCc1c(O)cc(C)[nH]c1=O | 93 | 107 | 102 | 78 | 69 | 95 | 90 | 99
COc1cc(/C=C2\CCc3ccccc3C2=O)cc(OC)c1OC | 83 | 44 | 59 | 90 | 79 | / | 90 | 81
C=CCc1c(C)nc(N)[nH]c1=O | 93 | 96 | 94 | 112 | 108 | 93 | 109 | 79
O=[N+]([O-])c1cc(Br)cc2c1[nH]c1ccc(Br)cc12 | 52 | 78 | 65 | 60 | 86 | 39 | 71 | 44
CC(CCO)CCC(Br)C(C)(C)Br (stereo not drawn) | 111 | 112 | 106 | / | 108 | 106 | 101 | /

A draw from above in order of count of non-hydrogen atoms, largest number first:
SMILES | A549/ATCC | RPMI-8226 | CCRF-CEM | EKVX | MDA-MB-435 | HOP-62 | M14 | HOP-92
COC(=O)CCCNC(=O)C(=O)c1c(O)c(O)c(C(C)C)c2cc(C)c(-c3c(C)cc4c(C(C)C)c(O)c(O)c(C(=O)C(=O)NCCCC(=O)OC)c4c3O)c(O)c12 | -6.8* | 17 | 16 | 2.5* | 13 | 13 | -21* | -0.4*
COc1cc(-c2nc(SCC(=O)c3ccc(Br)cc3)[nH]c(=O)c2C#N)cc(OC)c1OC | 91 | 106 | / | 98 | 104 | 96 | 100 | 96
c1ccc(-c2noc3ncnc(Nc4ccc(N5CCCCC5)cc4)c23)cc1 | 89 | 104 | 105 | 92 | 100 | 105 | 106 | 101
CCCCCCCCCCCCCCCCCC1=NC(C)(C)CN1CCO | -29* | / | -43* | 15 | -60* | -75* | -75* | /
N#Cc1c(NC(=O)c2ccc(C(F)(F)F)c(Cl)c2)sc2c1CCC(=O)C2 | 19 | 0.4* | 5.5* | -80* | -68* | -56* | -69* | -55*
COc1ccc(C(=O)N/N=C/c2cc(OC)c(O)c(OC)c2)cc1 | 107 | 116 | 102 | 79 | 98 | 106 | 109 | 101
CC(C)c1ccc2c(c1)[C@@H](O)C[C@@H]1C(C)(C)C(=O)[C@@H](O)C[C@@]21C | 105 | 106 | 113 | 105 | 102 | 108 | 104 | 100
CCOC(=O)c1nnn(CC(=O)Nc2ccccc2)c1C | 76 | 106 | 99 | 107 | 108 | 97 | / | 92
O=C(CSC(=S)N1CCOCC1)Nc1ccc(Cl)cc1 | 63 | 71 | 68 | 96 | 81 | 69 | 47 | 93
COc1nc(N)c(CNc2ccccc2)c(=O)n1C | 105 | 94 | 89 | 95 | 94 | 99 | 95 | /
O=[N+]([O-])c1cc(Br)cc2c1[nH]c1ccc(Br)cc12 | 52 | 78 | 65 | 60 | 86 | 39 | 71 | 44
CC12CCC(=O)N1CCc1[nH]cnc12 (stereo not drawn) | 89 | 96 | 89 | 98 | 101 | 98 | 103 | 88
CC(CCO)CCC(Br)C(C)(C)Br (stereo not drawn) | 111 | 112 | 106 | / | 108 | 106 | 101 | /
C=CCc1c(C)nc(N)[nH]c1=O | 93 | 96 | 94 | 112 | 108 | 93 | 109 | 79
C[N+](C)(C)N | 105 | 108 | 99 | / | 104 | 102 | 115 | /

Copied from the list.
Entry of `O=[N+]([O-])c1cc(Br)cc2c1[nH]c1ccc(Br)cc12` under EKVX: 60
Entry of `COc1ccc(C(=O)N/N=C/c2cc(OC)c(O)c(OC)c2)cc1` under MDA-MB-435: 98

(listing goes on)
SMILES | A549/ATCC | RPMI-8226 | CCRF-CEM | EKVX | MDA-MB-435 | HOP-62 | M14 | HOP-92
CC(=O)Oc1c2ccccc2c(OC(C)=O)c2ccccc12 | 97 | 107 | 103 | 102 | 119 | 100 | 115 | 95
Cc1ccc(OCc2occc2C(=O)N2CCOCC2)cc1 | 109 | 98 | 95 | 96 | 100 | -96* | 99 | 103
Cl.[Pt].[c-]1ccccc1-c1ccccn1.c1ccc(P(c2ccccc2)C([PH+](c2ccccc2)c2ccccc2)[PH+](c2ccccc2)c2ccccc2)cc1 | 15 | / | 15 | 11 | 4.4* | 25 | 19 | -17*
C=CCOc1ccc(NC(C)=O)cc1 | 104 | 101 | 93 | 115 | 108 | 108 | 122 | 104
CCOC(=O)C1(C)CCCCC1=O (stereo not drawn) | 100 | 97 | 98 | 104 | 99 | 104 | 95 | 88
O/N=C/c1ccccn1 | 107 | 114 | 102 | 116 | 110 | / | 103 | 108
C[Si](C)(C)Cc1ccccc1 | 120 | 72 | -50* | 110 | 113 | 100 | 104 | 110
COC(=O)c1cc(Nc2ccc(O)c3c2C(=O)c2c([N+](=O)[O-])ccc(O)c2C3=O)cc(C(=O)OC)c1 | -50* | 18 | 23 | / | -84* | 73 | -67* | /
C#CC(C)(O)[C@@H]1C[C@H](CC(=O)O)C1(C)C (stereo partly drawn) | 113 | 109 | 137 | / | / | 112 | 105 | 114
CC1=C(C(=O)Nc2ccc(F)cc2)C(c2ccc(C)cc2)n2ncnc2N1 (stereo not drawn) | 96 | 95 | 102 | 97 | 101 | 107 | 107 | 70
CCC(C)(C)OC(=O)c1ccccc1C | 91 | 99 | 94 | 99 | 97 | 94 | 96 | 94
CC(CN(C)C)CN1c2ccccc2CCc2ccccc21 (stereo not drawn) | 94 | 90 | 87 | 81 | 72 | 96 | 52 | 39
N#Cc1c(N2CCN(Cc3ccccc3)CC2)nc(=S)[nH]c1-c1ccco1 | 110 | 97 | 97 | 82 | 128 | 84 | 115 | 75
Cc1cc(C)c(-c2cc(O)c(-c3c(C)cc(C)cc3C)cc2O)c(C)c1 | 48 | 42 | 18 | 54 | 2.3* | 47 | 21 | 94
CN1CCN(CC(=O)Nc2nc(-c3cccc(NS(=O)(=O)c4cccc5c(N(C)C)cccc45)c3)cs2)CC1 | 73 | 24 | / | 66 | 68 | 86 | 102 | 58
Cc1nnc(-c2cc3c(ccc4ccccc43)oc2=O)c2cn(-c3ccc(Cl)cc3)nc12 | 95 | 75 | 74 | 84 | 107 | / | 98 | 86
COc1ccc(-c2cc(=O)c3c(OC)c(C=O)c(O)cc3o2)cc1 | 89 | 84 | 75 | 92 | 76 | 102 | 81 | 69
Cc1ccc(NCC(=O)C(O)C(O)C(O)CO)cc1 (stereo not drawn) | / | 111 | / | 117 | 109 | 106 | 99 | /
CCN(CC)CCNc1nc(Cl)nc(NCCN(CC)CC)n1 | 80 | 93 | 83 | 99 | 101 | 80 | 91 | 82
Cc1cc(Cl)c2ccc(Cl)c(C)c2n1 | 71 | 85 | 79 | 103 | 109 | 95 | 98 | 84
CC(C)(C)NCCC(O)c1cc2c(Cl)cc(Cl)cc2c2cc(C(F)(F)F)ccc12 (stereo not drawn) | -88* | -40* | -51* | -64* | -74* | -87* | -77* | -62*
Nc1ncnc2c1C(c1ccccc1)c1ccc3ccccc3c1O2 (stereo not drawn) | 86 | 81 | 92 | 91 | 79 | 69 | 96 | 45
Nc1nnc(-c2ccc3c(c2)CC(=O)N3)s1 | 100 | 99 | 92 | 101 | 111 | 112 | 100 | 138
Cc1ccc2nc(NC(=O)CSc3nc(-c4ccccc4)c(C#N)c(=O)[nH]3)sc2c1 | 106 | 102 | 109 | 97 | 106 | 92 | 106 | 91
O=C(N/N=C/c1c[nH]c2ccccc12)Nc1ccc(Cl)cc1 | 93 | 61 | 18 | 79 | 60 | 87 | 95 | 94
C/C(=C(/C)C1CC1CCN(C(=O)c1ccc([N+](=O)[O-])cc1)S(=O)(=O)c1ccc(C)cc1)c1ccccc1 (stereo not drawn) | 99 | 80 | 91 | 86 | 98 | 96 | 97 | 95
CCOC(=O)COc1ccc(/C=C2\CCC/C(=C\c3ccc(OCC(=O)OCC)c(OC)c3)C2=O)cc1OC | 100 | 97 | 81 | / | 87 | 101 | 91 | 102
COc1ccccc1-c1cc(=O)c2c(OC)c3ccoc3cc2o1 | 83 | 55 | 79 | 74 | 87 | 98 | 98 | 62
c1cc(-c2cnn(-c3ccc4cc(OCCN5CCCCC5)ccc4c3)c2)ccn1 | 82 | 84 | 97 | 115 | 75 | 92 | 89 | 90
O=[N+]([O-])c1ccc(/C(=C/c2ccccc2)[n+]2ccccc2)cc1 | 100 | 98 | 90 | / | 101 | 110 | 114 | /
CC[C@]12C=CCN3CC[C@@]4(c5cc(NC(=O)CCC(=O)N[C@@H](Cc6c[nH]c7ccccc67)C(=O)OC)c(OC)cc5N(C)[C@H]4[C@@](O)(C(=O)OC)[C@@H]1OC(C)=O)[C@@H]32 | 96 | 103 | 96 | 105 | 96 | 99 | 100 | 95
C[n+]1ccc(C(N)=O)cc1 | 101 | 105 | 107 | 102 | 99 | 114 | 113 | 111
O=C(O)COC1CC(=O)N2c3ccccc3C34CCN5C(=O)C(=O)C(CC53)C1C24 (stereo not drawn) | 110 | 109 | 103 | 104 | 112 | / | 104 | 84
c1ncc2c(n1)-c1c[nH]cc1CC2 | 108 | 92 | 92 | 105 | 109 | 93 | 95 | /
Fc1ccc(-c2nnc(-c3ccc4ccccc4c3)o2)cc1 | / | 100 | 99 | 64 | 120 | 102 | 100 | 56
NCC(c1ccccc1)c1ccccc1 | 90 | 97 | 93 | 94 | 103 | 98 | 97 | 99
COc1ccc(NC(C)=O)cc1[N+](=O)[O-] | 92 | 89 | / | 89 | 91 | 103 | 101 | 105
Cn1ncc(CC(=O)O)c1NS(=O)(=O)c1ccccc1N | 101 | 106 | 97 | 87 | 103 | 95 | 98 | 87
COc1cc(C=C2C(=O)NC(=O)NC2=O)cc(CN2CCN(C)CC2)c1O | 105 | 110 | 102 | 107 | 106 | 97 | 105 | 105
O=C1c2ccccc2NC(c2cn(-c3ccccc3)nc2-c2ccccc2)N1Cc1ccccc1 (stereo not drawn) | 80 | 66 | 81 | 61 | 88 | 78 | 75 | 65
CCn1c(Cn2cc(-c3ccc(F)cc3)nn2)nc2ccccc21 | 93 | 106 | 97 | 95 | 108 | 99 | 105 | 89
COc1ccc(-n2c(NC(=O)N3CCN(C)CC3)c(C#N)c3ccc(F)cc32)cc1 | 93 | 68 | 104 | 88 | 97 | 93 | 87 | 86
O=Nc1ccc(NC(=O)Nc2ccc([N+](=O)[O-])cc2)cc1 | 96 | 44 | 68 | 96 | 96 | 110 | 102 | 56
Nc1cccc2c1C(=O)c1cccc(NC(=O)c3ccccc3)c1C2=O | 29 | 15 | 13 | 2.3* | -56* | 39 | 14 | 53
CC1=CCC(OC(=O)C(C)(O)CCC(O)(C(=O)OC2CC(O)(C(C)C)CCC2(C)O)C(C)C)(C(C)C)CC1 (stereo not drawn) | 110 | 103 | 103 | 94 | 106 | / | 107 | 102
O=C1COCCN1 | 101 | 97 | 97 | 113 | 120 | 100 | 108 | 61
